UTI89 phage lysis: inhibition of K1F phage lysis, E. coli UTI89, bacterial capsule biogenesis inhibitors, alamar blue (AID 488966). inhibition, % at 100 µM, or IC50 in µM where a hit was titrated. 340,000 compounds, 0.02% hits. E. coli UTI89 K1F phage lysis, alamar blue, 2 h; higher % means a stronger effect;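 active = phage lysis inhibition, versus mean bacterial control, above a set limit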;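 note: capsule biogenesis inhibitors block K1F phage lysis so surviving cells raise fluorescence; higher fluorescence means more inhibition of phage lysis; actives were called in the ten point dose series up to 300 µM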
An asterisk follows results filed as active; i = inactive; [ ] = remark or other dose.

1) Cc1cc(C)c(C(=O)COC(=O)C2CC3CCCC(C2)C3=O)c(C)c1 (stereo not given)
- UTI89 phage lysis: 1.0%[50 µM]

2) O=C(COC(=O)/C=C/c1ccccc1)NCc1cccs1
- UTI89 phage lysis: 0.6%[50 µM]

3) Cc1cc(Nc2ccccc2Cl)c2ccccc2n1
- UTI89 phage lysis: -0.1%

4) COc1ccc(N2C(=O)CSC23C(=O)N(CC(=O)NC2CCCC2)c2ccccc23)cc1 (stereo not given)
- UTI89 phage lysis: 0.1%

5) CCc1cc2c(SCC(=O)NC3CC3)ncnc2s1
- UTI89 phage lysis: 1.1%

6) O=C(N/N=C/c1ccccc1O)c1cccc2ccccc12
- UTI89 phage lysis: 0.6%

7) O=C(O)C1CC(=O)N(CCc2ccc(F)cc2)C1 (stereo not given)
- UTI89 phage lysis: 0.0%

8) COc1ccc(CC(=O)Oc2ccccc2[N+](=O)[O-])cc1
- UTI89 phage lysis: 1.7%

9) Cn1ncc2c(NCc3ccccc3)nc(NCCCO)nc21
- UTI89 phage lysis: 0.2%

10) O=C(O)Cn1nc(-c2ccccc2)cc1-c1ccccc1
- UTI89 phage lysis: -0.1%

11) CCc1ccc(NC(=O)CSc2nnc(-c3ccco3)o2)cc1
- UTI89 phage lysis: 2.3%[50 µM]

12) Cc1cccc(C)c1NC(=O)/C(C#N)=C/c1ccc(-c2ccc(C(=O)O)cc2)o1
- UTI89 phage lysis: -0.1%

13) O=C(CCN1CCOCC1)NC12CC3CC(CC(C3)C1)C2
- UTI89 phage lysis: 2.4%[50 µM]

14) Nn1c(SCC(=O)N2CCCC2=O)nnc1-c1cccs1
- UTI89 phage lysis: 1.8%[50 µM]

15) COc1ccc(Cl)cc1NC(=O)NCc1ccccn1
- UTI89 phage lysis: 0.2%

5 of the compounds above, as a markdown table:
| item | SMILES | UTI89 phage lysis |
| --- | --- | --- |
| 1 | Cc1cc(C)c(C(=O)COC(=O)C2CC3CCCC(C2)C3=O)c(C)c1 (stereo not given) | 1.0%[50 µM] |
| 2 | O=C(COC(=O)/C=C/c1ccccc1)NCc1cccs1 | 0.6%[50 µM] |
| 3 | Cc1cc(Nc2ccccc2Cl)c2ccccc2n1 | -0.1% |
| 4 | COc1ccc(N2C(=O)CSC23C(=O)N(CC(=O)NC2CCCC2)c2ccccc23)cc1 (stereo not given) | 0.1% |
| 5 | CCc1cc2c(SCC(=O)NC3CC3)ncnc2s1 | 1.1% |

Fetched by compound from the list above, two records:
9) Cn1ncc2c(NCc3ccccc3)nc(NCCCO)nc21
- UTI89 phage lysis: 0.2%

1) Cc1cc(C)c(C(=O)COC(=O)C2CC3CCCC(C2)C3=O)c(C)c1 (stereo not given)
- UTI89 phage lysis: 1.0%[50 µM]

More structures.
16) COc1cc(CNc2ccccc2)c([N+](=O)[O-])cc1OC
- UTI89 phage lysis: 0.3%

17) CCCCN1CCNC[C@@H]1Cc1ccccc1
- UTI89 phage lysis: 2.5%

18) O=C(COC(=O)c1ccc(S(=O)(=O)N2CCCC2)cc1)Nc1ccc(Cl)cc1
- UTI89 phage lysis: 1.4%[50 µM]

19) COCCn1cnc2c1c(=O)n(CC(=O)NCC(F)(F)F)c(=O)n2Cc1ccccc1
- UTI89 phage lysis: 0.3%

20) CCc1ccc(/C=C2/SC(=S)N(CCCC(=O)Nc3ccccc3C(=O)O)C2=O)cc1
- UTI89 phage lysis: -1.8%[50 µM]

21) CC(C)N(C)C1CCN(S(=O)(=O)c2ccc(-c3ccc(=O)[nH]n3)s2)CC1
- UTI89 phage lysis: 0.0%

22) COCCn1cnc2c1c(=O)n(CC#N)c(=O)n2Cc1ccccc1
- UTI89 phage lysis: -0.3%

23) Cc1noc(C)c1C(=O)Nc1nc(-c2ccc(F)c(F)c2)cs1
- UTI89 phage lysis: -0.1%[50 µM]

24) CCN1CCN(CC(=O)Nc2ccc(C(C)=O)cc2)CC1
- UTI89 phage lysis: 0.0%

25) C=CCNC(=O)C1=NN(c2c(F)c(F)cc(F)c2F)C(=O)CC1
- UTI89 phage lysis: -1.5%[50 µM]

26) CC1(C)CC2CC(C)(CN2S(=O)(=O)c2ccc(F)cc2F)C1 (stereo not given)
- UTI89 phage lysis: 0.1%[50 µM]

27) CCCN(CCC)CCCNC(=O)c1cn(CC)c2ccc(S(=O)(=O)N3CCOCC3)cc2c1=O
- UTI89 phage lysis: 0.3%

28) Cn1c(Nc2ccccc2)nc2ccccc21
- UTI89 phage lysis: 0.3%

29) O=C(CSc1ncnc2c1cnn2-c1ccc(F)cc1)NC1CCCC1
- UTI89 phage lysis: 0.5%[50 µM]

30) CCN1CCCC1CNC(=O)c1ccc2c(c1)N(Cc1ccccc1F)C(=O)c1ccccc1S2(=O)=O (stereo not given)
- UTI89 phage lysis: 0.5%

31) COC(=O)[C@@H](NCc1ccc(B(O)O)cc1)C(C)C
- UTI89 phage lysis: 0.0%

32) COc1ccc(NC(=S)NC(=O)c2ccc3c(c2)OCCO3)cc1
- UTI89 phage lysis: 0.9%[50 µM]

33) CSc1ncccc1C(=O)OCC(=O)N1CCN(S(=O)(=O)c2ccc(C)cc2C)CC1
- UTI89 phage lysis: 1.2%[50 µM]

34) COc1ccc(C(=O)N2CCc3[nH]nc(-c4ccccc4)c3C2)cc1
- UTI89 phage lysis: 1.9%

35) CCCOc1ccc(C2=CSC3=NCCN23)cc1Cl
- UTI89 phage lysis: 0.6%

36) O=S(=O)(Nc1ccccc1N1CCCCC1)c1ccccc1
- UTI89 phage lysis: 0.3%

37) COc1cc(CNC2CCCCCCC2)cc(Cl)c1OCC(N)=O
- UTI89 phage lysis: 0.2%

38) CN(C)S(=O)(=O)c1cccc(NC(=O)c2ccccc2OCc2ccc(F)cc2)c1
- UTI89 phage lysis: 0.9%

39) NC(=O)c1nsc(C(=O)N(CC(=O)NC2CCCC2)c2ccc(F)c(Cl)c2)c1N
- UTI89 phage lysis: -0.4%

40) COc1ccc(S(=O)(=O)N2CCN(Cc3cccc(F)c3)CC2)cc1
- UTI89 phage lysis: 0.3%

41) CSc1nc(N)nc2c1ncn2C1OC(CO)C(O)C1O (stereo not given)
- UTI89 phage lysis: -2.3%

42) O=C(Nc1ccc(Br)cn1)c1ccc(Cl)s1
- UTI89 phage lysis: -0.5%

43) Cc1ccc(S(=O)(=O)N2CCCCC2)c2nsnc12
- UTI89 phage lysis: 0.2%

44) CC1=CC2=NC(=O)CC(C)(C(=O)N(CC(=O)NC3CCCC3)Cc3ccc(Cl)cc3)N2C=C1 (stereo not given)
- UTI89 phage lysis: 0.3%

45) O=C(C1=C(O)C(=O)N(CC2CCCO2)C1c1ccccc1F)c1ccco1 (stereo not given)
- UTI89 phage lysis: 0.0%

46) Cn1c(=O)c2c(ncn2CC(=O)Nc2cc(S(=O)(=O)N3CCCCC3)ccc2O)n(C)c1=O
- UTI89 phage lysis: -0.6%

47) CC1=C(CC(=O)NCC(=O)NCC(=O)O)c2cc(F)ccc2/C1=C/c1ccc(S(C)=O)cc1 (stereo not given)
- UTI89 phage lysis: 0.5%[50 µM]

48) O=C1OCCN1C(=O)[C@H]1[C@H](c2ccc(Cl)cc2)C(c2ccc(F)cc2)=NN1c1ccccc1
- UTI89 phage lysis: 0.9%

49) COc1cc2ccccc2cc1C(=O)Nc1ccc(O)cc1
- UTI89 phage lysis: 0.0%

50) O=C1C=C(c2ccc3ncccc3c2)C[C@@H](c2ccc3c(c2)OCO3)C1
- UTI89 phage lysis: -0.2%

51) COC1CCN(Cc2c(C(=O)N3C[C@@H](C)O[C@@H](C)C3)nc3ccc(Cl)cn23)CC1
- UTI89 phage lysis: 1.7%[50 µM]

52) COc1ccc(C[C@H](C)NC[C@@H](O)c2ccc(O)c(NC=O)c2)cc1
- UTI89 phage lysis: 2.1%

53) CNC(=O)C(=O)N1CCC2(CC1)OCCN2S(=O)(=O)c1ccc(C)cc1
- UTI89 phage lysis: 1.2%[50 µM]

54) COc1ccccc1C1c2[nH]c3ccccc3c2C[C@H]2C(=O)N(C3CCN(Cc4ccccc4)CC3)CC(=O)N12 (stereo not given in full)
- UTI89 phage lysis: 0.4%

55) CCN1CCC(n2nccc2NC(=O)c2ccccc2Cl)CC1
- UTI89 phage lysis: -0.2%

56) CC(C)Oc1ccc2ccccc2c1CNC[C@H]1O[C@@H](n2cnc(C(N)=O)n2)[C@H](O)[C@@H]1O
- UTI89 phage lysis: 0.2%

57) O=C(NCc1ccc(F)cc1)c1cc(C(=O)C2CC2)c[nH]1
- UTI89 phage lysis: 1.4%[50 µM]

58) COc1cccc(CN2CC(C(=O)NCCc3ccc(C)s3)CCC2=O)c1 (stereo not given)
- UTI89 phage lysis: 0.3%

59) Cc1noc(C(=O)Nc2ccc(F)cc2F)c1Cl
- UTI89 phage lysis: 3.1%[50 µM]

60) CCCN(CCC)C(=O)C1CCN(c2ccc(S(=O)(=O)N3CCOCC3)cc2[N+](=O)[O-])CC1
- UTI89 phage lysis: 2.0%

Reprinted from the part before: 7 entries; new compounds follow.
54) COc1ccccc1C1c2[nH]c3ccccc3c2C[C@H]2C(=O)N(C3CCN(Cc4ccccc4)CC3)CC(=O)N12 (stereo not given in full)
- UTI89 phage lysis: 0.4%

55) CCN1CCC(n2nccc2NC(=O)c2ccccc2Cl)CC1
- UTI89 phage lysis: -0.2%

56) CC(C)Oc1ccc2ccccc2c1CNC[C@H]1O[C@@H](n2cnc(C(N)=O)n2)[C@H](O)[C@@H]1O
- UTI89 phage lysis: 0.2%

57) O=C(NCc1ccc(F)cc1)c1cc(C(=O)C2CC2)c[nH]1
- UTI89 phage lysis: 1.4%[50 µM]

58) COc1cccc(CN2CC(C(=O)NCCc3ccc(C)s3)CCC2=O)c1 (stereo not given)
- UTI89 phage lysis: 0.3%

59) Cc1noc(C(=O)Nc2ccc(F)cc2F)c1Cl
- UTI89 phage lysis: 3.1%[50 µM]

60) CCCN(CCC)C(=O)C1CCN(c2ccc(S(=O)(=O)N3CCOCC3)cc2[N+](=O)[O-])CC1
- UTI89 phage lysis: 2.0%

61) COc1cc(Cl)c(C)cc1NC(=O)COC(=O)c1ccc(CN2CCCC2=O)cc1
- UTI89 phage lysis: 1.2%[50 µM]

62) CC(C)N(Cc1ccccc1)C(=O)C1CCN(c2ncnc3c2nc2n3CCCCC2)CC1
- UTI89 phage lysis: -0.4%

63) NC(=O)c1nsc(C(=O)N(c2ccccc2F)C(C(=O)NCc2ccccc2)c2ccc(O)cc2)c1N (stereo not given)
- UTI89 phage lysis: 0.1%

64) COc1ccc(Cc2nnc(NC(=O)C3CC(=O)N(c4ccccc4)C3)s2)cc1OC (stereo not given)
- UTI89 phage lysis: 0.0%

65) CC(C)[C@@H](C(=O)NC1CCN(Cc2ccccc2)CC1)N1C(=O)N2CCc3c([nH]c4ccccc34)[C@@]2(C)C1=O
- UTI89 phage lysis: 3.8%

66) CCN(CC)S(=O)(=O)c1ccc(N/N=C(\C)c2cccnc2)nc1
- UTI89 phage lysis: -0.2%

67) Cc1ccc(NC(=O)C2COc3ccccc3O2)cc1S(=O)(=O)N1CCCCC1 (stereo not given)
- UTI89 phage lysis: 0.5%[50 µM]

68) Cc1nnc(NC(=O)c2ccc3ccccc3c2)s1
- UTI89 phage lysis: 0.1%

69) COc1cc(C[C@@H]2C(=O)OC[C@H]2Cc2ccc(OC)c(OC)c2)ccc1O
- UTI89 phage lysis: 1.2%

70) O=C(Nc1cccc(Cl)c1Cl)C1CCCO1 (stereo not given)
- UTI89 phage lysis: -0.6%

71) COC(=O)/C=C1/S/C(=N/NC(=O)c2ccc(OC)cc2)NC1=O
- UTI89 phage lysis: i

72) CC(c1nc2scc(-c3ccccc3)c2c(=O)[nH]1)N1CCN(CC(=O)NC2CC2)CC1 (stereo not given)
- UTI89 phage lysis: 1.2%[50 µM]

73) COc1cccc2c1CCc1c-2nc2ccccc2c1C(=O)O
- UTI89 phage lysis: 0.0%

74) Cc1nnc(NC(=O)c2ccc(F)c(S(=O)(=O)N3CCCCC3)c2)s1
- UTI89 phage lysis: -1.4%[50 µM]

75) CNC(=O)CCCN1C(=O)c2ccccc2Sc2ncccc21
- UTI89 phage lysis: 0.1%

76) O=C1O[C@@H](c2ccc(O)cc2)Cc2cccc(O)c21
- UTI89 phage lysis: 1.4%

77) O=C(COc1ccc(Cl)cc1Br)N1CCN(c2ncccn2)CC1
- UTI89 phage lysis: -0.4%[50 µM]

78) COc1cccc(-n2cnc3sc(-c4ccccc4)cc3c2=O)c1
- UTI89 phage lysis: 0.0%

Not all compounds are listed. The share of hits here may be higher or lower than overall.
